# Screening results deposited in PubChem by several laboratories.
# NSD2 HMT inh: inhibitors of human histone methyltransferase NSD2; O96028; NSD2 peptide methylation, AlphaScreen, 120 min; inhibition, % at 12.5 µM; hit rate 0.54% among 310,000; AID 743445; in the data active means inhibition above about 50%
# PKA-R2B activ: activates the human PKA-R2B holoenzyme complex | P22694+P31323 | PKA-R2B holoenzyme dissociation, Cy5-IP20 fluorescence polarization; R2B truncated from residue 108, S112A mutant; 0% DMSO only, 100% 113 µM cGMP | activation, % at 11.4 µM | hit rate 0.079% among 340,000 | AID 504700;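 active means activation above a cutoff set at the mean over all compounds plus 3 SD, cut at about 18% in these data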;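 further: higher means more holoenzyme dissociation and a rise in polarization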
# DSG3 Ab inh: blocks pemphigus antibody binding to human desmoglein-3. hit rate 0.48% among 310,000. DSG3-coupled beads, scFv-anti-DSG3-GFP binding, flow cytometry; active compounds read low. binding (percent of control), % at 10 µM;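 active means binding more than 3 SD below its plate's average and above zero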;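 further: hits lower antibody fragment binding to DSG3; some compounds called inactive have numbers as strong as hits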
# Target sequence (P32926 whole entry, looked up, the tested form may be a part): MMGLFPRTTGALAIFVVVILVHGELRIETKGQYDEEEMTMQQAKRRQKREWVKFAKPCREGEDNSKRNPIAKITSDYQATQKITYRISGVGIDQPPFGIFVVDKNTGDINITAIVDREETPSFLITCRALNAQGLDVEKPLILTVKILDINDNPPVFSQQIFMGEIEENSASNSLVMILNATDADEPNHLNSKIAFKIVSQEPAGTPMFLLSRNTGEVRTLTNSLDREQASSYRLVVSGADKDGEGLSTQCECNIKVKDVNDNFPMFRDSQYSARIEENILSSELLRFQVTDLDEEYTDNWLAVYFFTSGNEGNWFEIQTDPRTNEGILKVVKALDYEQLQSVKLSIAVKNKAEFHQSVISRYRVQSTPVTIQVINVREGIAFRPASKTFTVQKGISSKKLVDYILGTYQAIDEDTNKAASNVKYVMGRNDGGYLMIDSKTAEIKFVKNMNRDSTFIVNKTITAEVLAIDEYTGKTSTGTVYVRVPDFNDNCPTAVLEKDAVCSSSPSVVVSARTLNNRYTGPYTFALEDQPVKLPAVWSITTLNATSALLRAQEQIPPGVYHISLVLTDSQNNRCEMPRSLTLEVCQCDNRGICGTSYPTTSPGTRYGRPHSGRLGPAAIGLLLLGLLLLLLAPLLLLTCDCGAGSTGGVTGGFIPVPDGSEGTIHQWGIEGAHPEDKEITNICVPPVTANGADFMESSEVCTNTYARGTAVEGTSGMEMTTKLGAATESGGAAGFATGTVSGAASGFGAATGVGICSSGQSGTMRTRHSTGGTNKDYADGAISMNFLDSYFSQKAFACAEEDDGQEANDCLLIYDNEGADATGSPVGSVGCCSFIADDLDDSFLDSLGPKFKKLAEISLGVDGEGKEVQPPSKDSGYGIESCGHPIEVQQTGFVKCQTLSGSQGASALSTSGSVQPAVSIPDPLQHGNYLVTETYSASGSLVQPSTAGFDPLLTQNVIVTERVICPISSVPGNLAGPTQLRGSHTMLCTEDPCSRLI
# MITF TRPM1 HTS: increases MITF-driven TRPM1 promoter luciferase signal; activation, % at 12.5 µM; SK-MEL-5 TRPM1-promoter luciferase, 24 h; % of positive control, neutral wells = 0; hit rate 0.75% among 300,000;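 active means mean activation of at least 80% with every replicate also reaching 80%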;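 further: 0% = neutral control wells and 100% = parthenolide positive control wells; values of inactives mirror those of a sister screen read the other way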
# SR-BI HDL uptake: inhibitors of mouse SR-BI mediated HDL lipid uptake; ldlA[mSR-BI] CHO cells, DiI-HDL uptake fluorescence, 3 h; inhibition, % at 12.5 µM; AID 488896; hit rate 0.96% among 320,000;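 active means mean replicate inhibition of at least 70% and a set share of replicates each scoring 70 or more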;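 further: 0% = median of neutral control wells and 100% = median of positive control wells; values of inactives mirror those of a sister screen read the other way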
# Arr AP2 block: blocks beta-arrestin peptide binding to AP2 adaptin; FITC-arrestin peptide / GST-AP2 beads, flow cytometry; AP2 beta2 appendage carries R879A mutation; AID 504490; hit rate 0.31% among 340,000; inhibition, % at 10 µM;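 active means inhibition above a set limit, near 3 SD of compounds lacking own fluorescence, cut at about 54% in these data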;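 further: plate controls were DMSO wells for no effect and 5 µM unlabelled arrestin peptide for full effect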
#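 Assay system: GST-AP2 R879A bound to glutathione beads, E. coli-expressed; Medium: PBS with 0.05% Tween 20 and 0.1% BSA; Also added: fluorescein-tagged arrestin peptide at 50 nM final; Timing: 12 min plus 1 h, RT; Measured by: flow cytometry, FL1 (488/535 nm); Evaluation: percent drop in bead-associated FITC signal.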
# PKA-R1A act: activators of PKA-R1A complex | P00514+P68181 | PKA-R1A dissociation, Cy5-IP20 fluorescence polarization; scaled: DMSO 0%, 113 µM cGMP 100% | activation, % at 11.4 µM | hit rate 0.083% among 340,000;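 active means percent activation above the mean of all tested compounds plus 3 SD, cut at about 19% in these data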;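 further: higher means more PKAc released from R1A so a rise in polarization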
# SR-BI uptake up: enhances SR-BI lipid uptake from DiI-HDL; CHO ldlA[mSR-BI] cells, DiI-HDL uptake fluorescence, 3 h; 100 = double the neutral-control signal; activation, % at 12.5 µM; hit rate 0.096% among 320,000;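 active means mean replicate activation of at least 60% and every replicate at or above 60%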;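 further: 0% = median plate neutral-control signal and 100% = twice that signal; values of inactives mirror those of a sister screen read the other way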
#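 Test system: SR-BI-overexpressing, LDLR-lacking CHO cells. Measured by: DiI fluorescence, bottom read. Medium: Ham's F12 with 0.5% BSA, HEPES 25 mM, pH 7.4. Timing: 3 h uptake period with compound, 37 °C.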
# CDK5 inh: inhibitors of human CDK5/p35 kinase; Recombinant CDK5/p35, ADP-Glo luminescence, 60 min; AID 488839; Q00535+Q15078; hit rate 0.01% among 330,000; inhibition, % at 10 µM;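 active means highest replicate inhibition of at least 50% and at least 75% of replicates reaching 50%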;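 further: plate controls were DMSO neutral control for no effect and GW8510 at 10 µM for full effect; many of its hits are not listed in these tables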
# Mot1-301 SUMO: inhibitors of SUMOylation pathway: yeast Mot1-301 growth rescue; S. cerevisiae Mot1-301 growth rescue, ATP luminescence, 38.5C; percent above DMSO median, 100 means doubled; growth rescue, % at 18.8 µM; hit rate 1% among 320,000; AID 2716;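 active means every valid replicate shows activation above 250% relative to neutral control wells; inactive means the rest, any valid replicate at or below 250%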;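 further: OY570 slx delta 5 strain wells were the positive control but not used for scaling; some compounds called inactive have numbers as strong as hits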
# dFosB act: enhances mouse delta FosB homodimer DNA binding; hit rate 0.99% among 340,000; purified delta FosB, TAMRA-CDK5 oligo fluorescence polarization; percent of positive-control signal above neutral wells; AID 493131; P13346; activation, % at 25 µM;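 active means mean activation above about 17%, with every replicate also reaching it, limit read from the data, passing the limit was not always enough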;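 further: fluorescence polarization rise as delta FosB binds a TAMRA Cdk5 AP-1 oligo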
# * hit, by the source's call; x = not tested or not shown; & = joins results of further samples.
SMILES,NSD2 HMT inh,PKA-R2B activ,DSG3 Ab inh,MITF TRPM1 HTS,SR-BI HDL uptake,Arr AP2 block,PKA-R1A act,SR-BI uptake up,CDK5 inh,Mot1-301 SUMO,dFosB act
O=C(NC1CCCC1)C1CCC(=O)N1C1CCCC1 (stereo not drawn),0,4,102,-5,-12,0,2,12,3.5,-8,1
O=C(Nc1cc(C(F)(F)F)ccc1N1CCOCC1)c1cccnc1Cl,-5,-3,x,-11,0,7,-9,0,2.4,x,3
O=C(NCC1CC1)c1ccc(Nc2nc3ccc(Br)cc3[nH]2)cc1,x,-10,106,2,15,-9,-1,-15,8.4,65,0
CC1CCCCN1C(=O)c1cccc(NC(=O)c2ccccc2)c1 (stereo not drawn),-3,-13,107,7,26,-1,0,-26,-1.6,-4,-4
COc1cccc(NC(=O)c2nn(C)c(C(=O)Nc3cccc(OC)c3)c2[N+](=O)[O-])c1,-1,-3,104,x,3,12,-14,-3,-0.2,18,-2
COc1ccc(CNS(=O)(=O)c2cc3c(cc2C)N(C)CCO3)cc1,x,-4,105,x,10,-5,-16,-10,-2.6,6,0
O=C(COC(=O)c1ccc(O)cc1)Nc1cccc(S(=O)(=O)N2CCCCC2)c1,4,-5,87,-9,3,20,6,-3,0.3,463,1
COc1ccccc1/C=N/NC(=O)c1nnn(-c2nonc2N)c1CSC1=NCCS1,-3,6,77,-5,-17,2,7,17,0.5,-6,1
Cc1ccc(N2C(=O)NC(NS(=O)(=O)c3ccc(C)cc3)(C(F)(F)F)C2=O)cc1 (stereo not drawn),2,4,x,4,-7,4,11,7,1.3,96,1
CCCC(=O)NC(c1ccccc1)c1ccc2cccnc2c1O (stereo not drawn),-1,-23,109,-66,-13,9,-1,13,0.7,-5,-11
O=C(/C=N/O)Nc1ccccc1,1,6,100,6,-10,-1,9,10,0.7,-5,1
COC(=O)C1CCN(C(c2ccc(OC)c(OC)c2)c2sc3nc(C)nn3c2O)CC1 (stereo not drawn),x,-6,106,x,2,3,-3,-2,-5.0,17,0
O=C(/C=C/c1ccccc1)Nc1cccc(C(=O)NCCCCc2ccccc2)c1,x,-2,96,6,26,-8,-14,-26,0.2,x,-5
Cc1ccc(C(=O)N/C(=C\c2ccccc2)C(=O)NCc2cccnc2)cc1,22,-13,124,-4,-12,-8,-4,12,1.1,0,-5
Cc1ccc(C)c(N2N=C(C(=O)Nc3ccc(S(=O)(=O)N4CCCC4)cc3)CCC2=O)c1,x,-2,93,-6,x,4,16,x,0.2,7,-16
Cc1ccc(C)c(NC(=O)CCc2ccc(S(=O)(=O)NC3CCCCC3)cc2)c1,-1,3,102,-5,42,18,8,-42,-0.6,-11,7
CCC1CCCCN1S(=O)(=O)c1ccc(NC(=O)c2cccnc2)cc1 (stereo not drawn),-1,-1,x,1,4,12,10,-4,0.3,-4,-19
Cc1cc(Nc2ccc(C)c(C)c2)c2ccccc2n1,1,-2,107,20,9,5,6,-9,-0.6,-7,-8
NS(=O)(=O)c1ccc(NC(=S)NC(=O)c2ccc3c(c2)OCO3)cc1,-9,5,97,15,35,4,11,-35,-1.4,-3,0
COc1ccc2cc3cc(C(=O)N4CCN(c5ccccn5)CC4)oc3nc2c1,-1,-4,109,-7,6,8,0,-6,x,20,-2
CN1CCN(S(=O)(=O)c2ccc(NC(=O)COc3ccccc3)cc2)CC1,x,-13,106,-6,-9,6,-9,9,2.6,18,-4
CCNC(=O)N1CCC(n2nccc2NC(=O)CCCc2ccccc2)CC1,4,5,x,-6,-17,-2,1,17,-1.2,-11,-12
CCOc1ccc(C(=O)NC2CCN(C(=O)Nc3ccc(F)cc3)CC2)cc1,-3,-5,88,-15,x,0,2,x,-1.0,4,5
Cc1occc1C(=O)NNS(=O)(=O)c1ccc([N+](=O)[O-])cc1,2,6,x,4,2,4,5,-2,0.3,0,3
CCN1C[C@@H]2[C@@H]3C(=O)N(C)C(=O)[C@@H]3[C@](C)(C1=O)N2C(=O)c1ccc(C(F)(F)F)cc1,x,-10,106,6,-7,-2,4,7,0.2,x,-2
O=C(NCc1ccc2c(c1)OCO2)C1CCCN1S(=O)(=O)c1ccc(F)cc1 (stereo not drawn),-2,-1,98,2,5,15,-8,-5,0.8,-6,-4
COC(=O)CNC(=O)CSc1nnc(C)c(=O)[nH]1,5,-5,97,1,-6,-8,1,6,-0.2,2,-2
Cc1cccc(Nc2nc(C)nc3c2oc2ccccc23)c1,-1,-2,105,0,42,-4,-6,-42,-0.5,18,2
COc1cc(OC)c(C2N(c3ccc(Cl)cc3)C(=O)C3CCCN32)cc1OC (stereo not drawn),x,6,116,-5,3,-1,7,-3,-0.9,-3,-9
O=C(CCS(=O)(=O)c1ccccc1)N1CCN(c2cccc(C(F)(F)F)c2)CC1,-1,-3,111,3,-3,2,-7,3,-1.2,-15,-11
C=CCC[C@H](Cc1ccc(F)cc1)C(=O)OC[C@@H](NC(=O)[C@@H](CC=C)CC(=O)N(CCO)Cc1ccccc1)C(C)(C)C,x,1,106,-12,-2,-2,6,8,3.5,8,3
CCOc1ccc(C(=O)C(C)OC(=O)c2cnc(C)cn2)cc1 (stereo not drawn),0,-6,98,4,-6,-10,4,6,-2.3,-5,-1
O=C(c1cc2nc(-c3ccco3)cc(C(F)(F)F)n2n1)N1CCCc2ccccc21,1,-7,105,9,-4,10,-6,4,0.2,-12,6
CN(C)C(CNC(=O)CSc1nnc(-c2ccco2)o1)c1ccccc1 (stereo not drawn),-3,-8,104,-8,-3,-3,5,3,-8.4,45,5
CC1CN(CC(=O)NCc2ccccc2)CC(C)O1 (stereo not drawn),1,8,104,7,-7,18,4,7,1.2,-14,-6
CC(C)=C[C@H]1C[C@H](C)[C@H]2CC[C@H](C)c3c(O[C@@H]4OC[C@@H](O)[C@H](O)C4O)c(O)c(C)c1c32 (stereo partly drawn),x,-15,103,-1,-6,0,-17,6,-0.7,91,5

# Limited to PKA-R2B activ, SR-BI HDL uptake and PKA-R1A act, for some of the entries so far:
canonical_smiles	PKA-R2B activ	SR-BI HDL uptake	PKA-R1A act
COc1cc(OC)c(C2N(c3ccc(Cl)cc3)C(=O)C3CCCN32)cc1OC (stereo not drawn)	6	3	7
O=C(CCS(=O)(=O)c1ccccc1)N1CCN(c2cccc(C(F)(F)F)c2)CC1	-3	-3	-7
C=CCC[C@H](Cc1ccc(F)cc1)C(=O)OC[C@@H](NC(=O)[C@@H](CC=C)CC(=O)N(CCO)Cc1ccccc1)C(C)(C)C	1	-2	6
CCOc1ccc(C(=O)C(C)OC(=O)c2cnc(C)cn2)cc1 (stereo not drawn)	-6	-6	4
O=C(c1cc2nc(-c3ccco3)cc(C(F)(F)F)n2n1)N1CCCc2ccccc21	-7	-4	-6

# (listing goes on)
SMILES,NSD2 HMT inh,PKA-R2B activ,DSG3 Ab inh,MITF TRPM1 HTS,SR-BI HDL uptake,Arr AP2 block,PKA-R1A act,SR-BI uptake up,CDK5 inh,Mot1-301 SUMO,dFosB act
COc1ccc(-n2c(=S)[nH]c3cc(C(=O)O)ccc3c2=O)cc1,-2,6,105,10,-19,2,-11,19,1.2,-12,3
COc1ccc(OCC(=O)Nc2ccc3c(c2)nc(CCNC(C)=O)n3C)cc1,x,1,103,15,-14,23,-5,14,0.3,-3,-1
CC(=O)N(C)c1ccc(N=Nc2c(C)[nH]n(C(N)=S)c2=O)cc1,80*,-3,90,32,-20,-4,-5,20,0.7,1,0
COc1ccc(C[C@H]2c3cc(O)c(OC)cc3CC[N+]2(C)[O-])cc1O (stereo partly drawn),x,-8,99,4,-24,-2,1,24,1.3,9,-3
CCCc1cc(C(=O)NCCc2ccc(OC)c(OC)c2)no1,x,-2,86,x,3,-3,-7,-3,1.0,21,5
Cc1cn(-c2cc(C(=O)Nc3ccc(C)c(NC(=O)C(=O)c4c[nH]c5ccccc45)c3)cc(C(F)(F)F)c2)cn1,x,-3&-3,107,-13,68,-6,-15&-9,-68,0.3,-18,13
O=C(COC(=O)Cc1cn2ccsc2n1)Nc1nc2ccccc2s1,-6,-11,88,8,-7,4,3,7,1.2,0,-14
COc1ccc(NC(=O)[C@@H]2CCCN2S(=O)(=O)c2cccc3cccnc23)cc1,x,-19,98,-2,-19,5,-7,19,-0.9,21,0
C[C@H]1CN=C(N(C)C)N1CCc1ccccc1,x,2,105,0,-40,3,-3,40,0.5,174,13
O=C(Cc1c(F)cccc1Cl)Nc1ccccc1C(=O)N1CCCCC1,6,-7,x,-9,-30,-14,-6,30,-1.1,-3,-13
CC(OC(=O)Cc1n[nH]c(=O)c2ccccc12)C(=O)Nc1ccc(S(N)(=O)=O)cc1 (stereo not drawn),-2,3,98,-1,-9,-1,3,9,1.7,x,8

# Part of the list above, reformatted.
compound | NSD2 HMT inh | PKA-R2B activ | DSG3 Ab inh | MITF TRPM1 HTS | SR-BI HDL uptake | Arr AP2 block | PKA-R1A act | SR-BI uptake up | CDK5 inh | Mot1-301 SUMO | dFosB act
O=C(Cc1c(F)cccc1Cl)Nc1ccccc1C(=O)N1CCCCC1 | 6 | -7 | x | -9 | -30 | -14 | -6 | 30 | -1.1 | -3 | -13
CC(OC(=O)Cc1n[nH]c(=O)c2ccccc12)C(=O)Nc1ccc(S(N)(=O)=O)cc1 (stereo not drawn) | -2 | 3 | 98 | -1 | -9 | -1 | 3 | 9 | 1.7 | x | 8
